# HSF1 activator: increases HSF-1 driven luciferase reporter signal. NIH3T3-HGL HSF-1 luciferase reporter, MG132, 8 h; 100% = twice DMSO control signal. activation, % at 9 µM. 300,000 tested, 1.7% active;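 active means mean replicate activation of at least 50% with a set share of replicates each reaching 50%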;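 further: 0% = median of the neutral control wells and 100% = twice that signal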
# IEC-6 cytotox: IEC-6 cytotoxicity, counter-screen for KLF5 inhibitors. luminescence viability. inhibition, % at 5 µM. 290,000 tested, 0.78% active. AID 1825; in the data active means inhibition above about 22%;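 further: 0% = plate median of test compound wells and 100% = cytotoxic reference compound wells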
# HSP90 inh: blocks HSP90-mediated luciferase refolding in reticulocyte lysate; AID 1789; inhibition, % at 5.6 µM; Rabbit reticulocyte lysate, luciferase refolding luminescence, 3 h; 290,000 tested, 0.91% active;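 active means inhibition above the screen-wide mean plus 3 SD, computed separately per campaign, cut at about 16% in these data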;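 further: 0% = DMSO wells and 100% = 60 µM geldanamycin wells; inhibitors lower the luminescence because luciferase stays unfolded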
# HSF1 inh: HSF1 inhibition; activity change, negative = inhibition, % at 7.5 µM (by protocol); 300,000 tested, 0.77% active; AID 2098; NIH3T3-HGL HSE-luciferase, MG132-induced, luminescence 8 h; hits give low values;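 active means more than half of replicate wells show activity change below -50%, luminescence cut by over half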;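 further: luciferase reports HSF-1 transcriptional activity via heat shock element; 0% = median of DMSO wells and -100% = zero luminescence signal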
# KLF5 inh: kruppel-like factor 5 inhibition | AID 1700 | 290,000 tested, 0.23% active | inhibition, % at 5 µM | DLD-1 KLF5 promoter-luciferase reporter, luminescence;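 active means inhibition above a per-plate limit of that plate's mean compound inhibition plus 3 SD, cut at about 60% in these data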;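 further: 0% = DMSO wells and 100% = LY294002 at 200 µM; higher means less KLF5 promoter-driven luciferase light; inactives centre near -14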
# Starred values were filed as active, the others as inactive; . = not tested or not shown. An excerpt, so the mix of outcomes need not match the whole.
SMILES,HSF1 activator,IEC-6 cytotox,HSP90 inh,HSF1 inh,KLF5 inh
CC(C)[C@@]1(NC(=O)[C@@H]2C=C3c4cccc5[nH]cc(c45)C[C@H]3N(C)C2)O[C@@]2(O)[C@@H]3CCCN3C(=O)[C@H](Cc3ccccc3)N2C1=O,.,5.0,7.0,.,12.0
Nc1cc(Cl)c2nonc2c1[N+](=O)[O-],.,69.3*,1.8,.,14.5
O=C(Nc1cccc(Cl)c1)c1c(O)c2c(n(Cc3ccccc3)c1=O)CCCC2,.,-1.3,2.2,.,-7.5
COc1ccc2c(c1)c(C(=O)CN1CCN(C)CC1)c(C)n2Cc1ccccc1,.,-1.8,7.8,.,-17.8
c1ccc(-c2[nH]c[n+](CC3CO3)c2-c2ccccc2)cc1 (stereo not given),.,-4.2,7.2,.,-17.1
COc1ccc(C2C(C(=O)N3CCC4(CC3)OCCO4)CC(=O)N2c2ccc(OC)cc2)cc1 (stereo not given),.,-9.3,0.3,.,-28.6
CN1CCN(c2ncnc(Cl)c2N)CC1,.,11.9,2.3,.,-10.0
COc1ccc(Cn2c(N)c(C(=O)NCc3ccco3)c3nc4ccccc4nc32)cc1OC,.,0.0,14.6,.,-2.0
Cn1cc2c([N+](=O)[O-])cc([N+](=O)[O-])cc2n1,.,2.6,4.1,.,-14.4
O=C1NC(=S)NC(=O)C1=Cc1cccc2cc3ccccc3cc12,.,-4.7,-1.1,.,-26.8
CCCCC(C)C(OC(=O)CC(CC(=O)O)C(=O)O)C(CC(C)CC(O)CCCCC(O)CC(O)C(C)N)OC(=O)CC(CC(=O)O)C(=O)O (stereo not given),.,1.3,-3.4,.,-24.8
Cc1ccc2c(c1)N(CCC(=O)N1CCC3(CC1)OCCO3)C(=O)C(C)O2 (stereo not given),.,0.1,-1.2,.,-6.2
COc1ccc(CN2C(=O)NC(=O)/C(=C/c3ccc([N+](=O)[O-])o3)C2=O)cc1,.,-0.1,2.0,.,3.7
O=P(O)(O)C#Cc1ccccc1,.,-1.2,7.2,.,-7.0
Cc1ccccc1C1=NCC(=O)N(CC(=O)NCc2ccco2)c2sc3c(c21)CCCC3,.,-14.7,0.3,.,-0.8
CC(=O)c1c(C)n(C(C)C)c2ccc(O)cc12,.,3.8,10.7,.,13.0
Cc1cccc(N2C(=O)NC(=O)/C(=C/c3ccc([N+](=O)[O-])o3)C2=O)c1,.,-2.1,2.2,.,-10.2
CCN1C(=O)/C(=C\c2ccc([N+](=O)[O-])s2)C(=O)NC1=S,.,-12.9,2.4,.,-14.8
CN1C(=O)N(C)C(=O)C2(Sc3ccccc3C2=O)C1=O,.,1.5,5.5,.,-2.7
C[C@]12CCC(=O)C=C1CCC1C2CC[C@@]2(C)C1CC[C@@]2(O)CC#N (stereo not given in full),.,-1.8,3.0,.,3.2
O=c1[nH]c(N2CCN(Cc3ccc4c(c3)OCO4)CC2)nc2c1CCC2,.,0.7,2.2,.,-16.3
CCOC(=O)C1CCN(/C=C2/C(=O)NC(=O)N(c3ccc(OCC)cc3)C2=O)CC1,.,-9.2,23.7*,.,-18.5
NC1=NC(=O)C(c2ccccc2)O1 (stereo not given),.,5.1,0.4,.,-18.5
O=C1NC(=O)C(=Cc2ccccc2Oc2ccc(F)cc2)C(=O)N1,.,-0.3,-0.7,.,10.4
O=C(/C=C/c1ccc2c(c1)OCO2)c1c(O)n(CCC2=CCCCC2)c(=O)[nH]c1=O,.,-4.0,-3.3,.,0.7
O=C1NC(=S)N(c2ccc(F)cc2)C(=O)/C1=C\c1ccoc1,.,-7.7,-1.4,.,1.7
C[C@]12CC[C@H](O)CC1=CCC1C2CC[C@]2(C)C(=O)[C@H](Br)CC12 (stereo not given in full),-1.2,.,.,-1.2,.
CC(=O)Nc1ccc(C=C2C(=O)NC(=O)NC2=O)cc1,-10.8,.,.,-10.8,.
CC(C)(O)/C=C/C(=O)C(C)(O)C1C(O)CC2(C)C3CC=C4C(C=C(O)C(=O)C4(C)C)C3(C)C(=O)CC12C (stereo not given),69.1*,.,.,69.1*,.
COc1cc2c(c(OC)c1O)-c1ccc(OC)c(=O)cc1C(NC(=O)C(F)(F)F)CC2 (stereo not given),48.5,.,.,48.5,.
COc1ccc2c(c1)C1(C(=O)O)CC=CCC1(C(=O)O)C2 (stereo not given),5.3,.,.,5.3,.
CC(=O)OC1C(=O)OCC23CCC4(C)OC4C2OC2CC(OC(=O)C=CC=CC(=O)OCCC1C)C3(C)C21CO1 (stereo not given),92.2*,.,.,92.2*,.

# 7 entries from above, with tabs.
compound	HSF1 activator	IEC-6 cytotox	HSP90 inh	HSF1 inh	KLF5 inh
CCN1C(=O)/C(=C\c2ccc([N+](=O)[O-])s2)C(=O)NC1=S	.	-12.9	2.4	.	-14.8
CN1C(=O)N(C)C(=O)C2(Sc3ccccc3C2=O)C1=O	.	1.5	5.5	.	-2.7
C[C@]12CCC(=O)C=C1CCC1C2CC[C@@]2(C)C1CC[C@@]2(O)CC#N (stereo not given in full)	.	-1.8	3.0	.	3.2
O=c1[nH]c(N2CCN(Cc3ccc4c(c3)OCO4)CC2)nc2c1CCC2	.	0.7	2.2	.	-16.3
CCOC(=O)C1CCN(/C=C2/C(=O)NC(=O)N(c3ccc(OCC)cc3)C2=O)CC1	.	-9.2	23.7*	.	-18.5
NC1=NC(=O)C(c2ccccc2)O1 (stereo not given)	.	5.1	0.4	.	-18.5
O=C1NC(=O)C(=Cc2ccccc2Oc2ccc(F)cc2)C(=O)N1	.	-0.3	-0.7	.	10.4
